TDP1 cell CPT – DT40-hTDP1 cell growth loss with CPT | chicken DT40 Tdp1-/-;hTDP1 cells + 20 nM CPT, ATP luminescence, 48 h | Potency, µM (titrated, usually from 46.2 µM), for the others: top-dose activity change, negative = growth inhibition, usual class: inhibitors | actives 12% (n = 420,000) | AID 686979; further: nearly all actives have a fitted effect of over 55% in size
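Chicken DT40 Tdp1-/- cells complemented with human TDP1, 400 cells/well, exposed to compounds plus 20 nM camptothecin for at least 48 h at 37 C; viability read as ATP content by CellTiter-Glo luminescence.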
TDP1 cell noCPT – qHTS for Inhibitors of human tyrosyl-DNA phosphodiesterase 1 (TDP1): qHTS in cells in absence of CPT. DT40 Tdp1-/- hTDP1 cells, no CPT, ATP luminescence, 48 h. Potency, µM (doses to about 46.2 µM), inactives show top-dose activity change, negative = growth inhibition, most hits filed as inhibitors. actives 15% (n = 420,000); further: nearly all actives have a fitted effect of over 55% in size
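Growth kinetics read by CellTiter-Glo luminescence after ≥48 hr at 37 °C. Cells: DT40 Tdp1-/- stably carrying human TDP1, 400 per well, compound exposure in the absence of CPT (DMSO vehicle).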
GCN5L2 inh – blocks human GCN5L2 histone acetyltransferase; GCN5L2 HAT assay, ThioGlo1 CoA-SH fluorescence; Potency, µM (top dose mostly 58.9 µM), inactives show at the highest dose activity change, negative = inhibition, hits mostly inhibitors; actives 0.21% (n = 390,000)
Target sequence (Q92830 whole entry, looked up): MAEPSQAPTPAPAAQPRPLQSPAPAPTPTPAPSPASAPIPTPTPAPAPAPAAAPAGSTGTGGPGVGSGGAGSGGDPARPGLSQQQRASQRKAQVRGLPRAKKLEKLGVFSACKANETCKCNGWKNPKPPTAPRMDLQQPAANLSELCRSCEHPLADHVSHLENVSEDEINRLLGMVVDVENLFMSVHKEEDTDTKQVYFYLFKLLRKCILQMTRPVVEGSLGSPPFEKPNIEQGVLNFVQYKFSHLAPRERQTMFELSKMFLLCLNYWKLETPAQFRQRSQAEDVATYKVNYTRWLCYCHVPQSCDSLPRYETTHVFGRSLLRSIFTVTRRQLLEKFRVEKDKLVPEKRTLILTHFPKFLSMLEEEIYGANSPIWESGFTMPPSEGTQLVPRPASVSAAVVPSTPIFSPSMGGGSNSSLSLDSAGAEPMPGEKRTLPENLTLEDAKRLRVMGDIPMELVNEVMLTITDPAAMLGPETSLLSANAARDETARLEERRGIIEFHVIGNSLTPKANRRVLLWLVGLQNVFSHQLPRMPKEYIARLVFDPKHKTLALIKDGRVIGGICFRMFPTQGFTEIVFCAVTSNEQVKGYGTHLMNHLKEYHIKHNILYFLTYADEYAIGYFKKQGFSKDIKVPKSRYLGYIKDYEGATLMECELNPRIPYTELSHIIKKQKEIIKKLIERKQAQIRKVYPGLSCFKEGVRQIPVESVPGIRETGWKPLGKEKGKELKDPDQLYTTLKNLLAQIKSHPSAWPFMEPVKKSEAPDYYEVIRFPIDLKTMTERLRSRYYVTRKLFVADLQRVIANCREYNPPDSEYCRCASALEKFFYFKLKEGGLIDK
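Titration-based screen in which CoA formation is detected via maleimide probe ThioGlo1 (50uM) turning fluorescent on thiol reaction; substrates H3(1-25) 75uM and acetyl-CoA 70uM, GCN5L2 20nM, 20 min incubation at room temperature.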
Active calls of the source: *; ? = inconclusive; . = no result given; & = joins results of further samples; [ ] = dose if it differs, or a comment. The call rests on the fitted dose curve; in most records, active means well fitted curve in the direction sought with a large enough effect; inconclusive means small, poorly fitted or top-dose-only effect, or another doubt; inactive means no such curve, though single readings can be large; an effect the other way counts as inactive or inconclusive. On the % scale 0 is the no-effect control and ±100 the full control effect; potency means the concentration at half of the fitted maximal effect. Some of the compounds tested; count on the stated rates, not on these rows.

SMILES | TDP1 cell CPT | TDP1 cell noCPT | GCN5L2 inh
COc1ccccc1C(=O)C1CCCN(Cc2cnc(C)s2)C1 (stereo not drawn) | ? | 21µM* | 1%
CCN(CC)C(=O)Cn1cc(/C=C2\C(=O)NC(=O)N(c3ccccc3F)C2=O)c2ccccc21 | ? | ? | 12%
CNCC(O)c1cccc(OC(=O)c2ccccc2C)c1 (stereo not drawn) | -15% | -25% | -1%
O=C(NC(c1cccnc1)C(F)(F)F)c1cnn(-c2nccc(-c3cccs3)n2)c1C1CC1 (stereo not drawn) | ? | 21µM* | .
COc1ccc(C(=O)c2c(C)n(CCN3CCOCC3)c3ccccc23)cc1 | ? | 24µM* | -6%
CCC(C)/C=C(C)/C=C/C1=CC2=C(Cl)C(=O)C(C)(OC(C)=O)C(=O)C2=CO1 (stereo not drawn) | 15µM* | ? | -1%
CCOC(=O)CNC(=O)N1c2ccccc2Sc2ccccc21 | ? | ? | -4%
Cc1cccc(CN2C(=O)CN=C(c3ccccc3)c3ccccc32)c1 | 5.8µM* | 5.8µM* | -8%
Cc1ccsc1C(=O)C1CCCN(Cc2cc3ccccc3o2)C1 (stereo not drawn) | ? | ? | -13%
C[N+]1(C)[C@@H]2CC[C@H]1CC(OC(=O)c1c[nH]c3ccccc13)C2 (stereo partly drawn) | 7% | -4% | .
CCN1CCN(c2ccc(NC(=O)C(C)C)cc2Cl)CC1 | 0% | -26% | 0%
O=C(O)CCC(=O)OC[C@@H](NC(=O)C(Cl)Cl)[C@H](O)c1ccc([N+](=O)[O-])cc1 | ? | ? | .
O=C(Oc1ccccc1)N1CCC[C@@]2(CCN(Cc3cc(C(F)(F)F)cc(C(F)(F)F)c3)C2)C1 | ? | ? | -9%
CCN(CCO)c1ccc(N=Cc2c(O)n(C)c(=S)[nH]c2=O)cc1 | 12µM* | 10µM* | -7%
c1ccc(N2CC3(CCNCC3)C2)cc1 | ? | ? | -2%
COCCCn1c(N)c(C(=O)NCCC(C)C)c2nc3ccccc3nc21 | ? | ? | -20%
N#CC(C#N)=NNc1ccc(S(N)(=O)=O)cc1 | ? | ? | -6%
CC(C)C[C@H](NC(=O)[C@H](Cc1ccccc1)NC(=O)CNC(=O)[C@H](CS)N(C(=O)[C@@H](N)Cc1ccc(O)cc1)C(C)(C)C)C(=O)N([C@H](C(=O)O)[C@H](C)O)C(C)(C)C | -5%[4.12 µM] | -4%[4.12 µM] | -14%
CNc1ccc2oc(C[C@H]3O[C@]4(CC[C@H]3C)O[C@H]([C@H](C)C(=O)c3ccc[nH]3)[C@H](C)C[C@H]4C)nc2c1C(=O)O | 1.5µM* | 1.1µM* | ?
CC1CCC(C(C)C)C(OC(=O)c2ccccc2N)C1 (stereo not drawn) | ? | ? | -7%
CC1(C)OC[C@@H](COC(=O)CCc2ccc(OC[C@@H](O)CNCCNC(=O)N3CCOCC3)cc2)O1 | ? | -3%&-10% | .
COC(=O)C1=C(c2ccccc2)C[C@@H]2CC[C@H]1N2C(=O)NCc1ccc(C(F)(F)F)cc1 | ? | ? | .
O=[N+]([O-])c1ccc(F)c([N+](=O)[O-])c1 | 6% | ? | -11%
COC(=O)C1=C(c2ccc(OC(F)(F)F)cc2)C[C@@H]2CC[C@H]1N2C(=O)N1CCCCC1 | 2.6µM* | 2.1µM* | -10%
COc1ccc(N2C(=O)CS(=O)C(c3ccccc3)C2=O)cc1 (stereo not drawn) | ? | 21µM* | 11%
COC(=O)C1=C(c2ccc(F)cc2OCc2ccccc2)C[C@@H]2CC[C@H]1N2C(=O)NCCO | 3% | -19% | -3%
CCCNC(=O)N1[C@H]2CC[C@@H]1C(C(=O)OC)=C(c1cc3ccccc3o1)C2 | 16µM* | 16µM* | .
O=Cc1c(C(=O)O)n(Cc2ccc(F)cc2Cl)c2ccccc12 | -3% | 2% | -4%
CCOC(=O)c1ccccc1NC(=O)c1c(O)[nH]c(=S)[nH]c1=O | 1% | 0% | .
C[C@@H]1CC[C@@]2(NC1)O[C@H]1C[C@H]3[C@@H]4CC=C5C[C@@H](O)CC[C@]5(C)[C@H]4CC[C@]3(C)[C@H]1[C@@H]2C | 0% | 7% | 4%
O=C(CCC(=O)N1CC2C[C@@H](C1)Cn1c2cccc1=O)NCCc1ccccc1 | 6% | 5% | -7%
CC1CCN(C(=O)C2CCN(c3nnc(-n4cccc4)s3)CC2)CC1 | -28% | ? | -2%
COC(=O)C1=C(c2ccc(F)cc2OCc2ccccc2)C[C@@H]2CC[C@H]1N2C(=O)N1CCCC1 | 6.5µM* | 5.8µM* | -7%
Cc1c(C)c2c(OCC(=O)N[C@@H](C)C(=O)O)cc3c(c2oc1=O)CCC(C)(C)O3 | -7% | -8% | ?
CN1CC2CN(Cc3ccccc3)S(=O)(=O)C2C1 (stereo not drawn) | -9% | 3% | .
COc1ccc(CC2C(=O)NC(=O)N(c3ccccc3)C2=O)c(OC)c1 (stereo not drawn) | -14% | 3% | -2%
COc1ccccc1-n1c(-c2ccccc2F)nc2ccccc2c1=O | ? | ? | .
Cc1ccc(OCC(=O)N2CCN(C3CCC(c4ccccc4)CC3)CC2)cc1 (stereo not drawn) | ? | ? | -7%
C[C@H]1COC(=O)[C@@H](Cc2ccc(F)cc2)CC/C=C/C[C@@H](CC(=O)N(CCO)Cc2ccccc2)C(=O)N1 | 13µM* | 23µM* | -3%
CC(=O)c1c(C)n(CCCOC(C)C)c2ccc(O)cc12 | -19% | -6% | -7%
Cc1cc(OCc2nn[nH]n2)c2c3c(c(=O)oc2c1)CCC3 | 4% | -4% | -4%
O=C1NCN(c2ccccc2)C12CCN(C(CCc1ccccc1)c1nnnn1C1CCCC1)CC2 (stereo not drawn) | ? | ? | .
c1ccc2c(CCN3CCCCC3)c[nH]c2c1 | -14% | 0% | .
Cn1cc(C=C2C(=O)NC(=O)NC2=O)c2ccccc21 | 6% | -2% | -21%
Cc1cc(=O)oc2c1c(C)nn2-c1nn[nH]n1 | 21µM* | ? | -19%
Cc1ccc(C)c(NC(=O)Cn2nc(C)c3nn(-c4ccc(Cl)cc4)c(C)c3c2=O)c1 | 23µM* | 18µM* | -9%
CN1CCC2(CC1)c1ccccc1-c1ccccc12 | ? | 15µM* | .
CC(=O)Nc1ccc([As](=O)(O)c2ccc([N+](=O)[O-])cc2)cc1 | 8% | 1% | 3%
CN1CCN(Cc2cn(C)c3ccccc23)CC1CCO (stereo not drawn) | ? | -17% | -4%
Cc1ccc(S(=O)(=O)NCC(=O)OCC(=O)N2N=C(c3ccc(Cl)cc3)CC2c2ccco2)cc1C (stereo not drawn) | ? | 23µM* | -6%
CCOCC(=O)NC1CCSC1=O (stereo not drawn) | -8% | -5% | 0%
Cc1nc2ccc(Cl)cc2c(-c2ccccc2)c1C(=O)O | ? | ? | 49%
CCOC(=O)C1CCN(/C=C2/C(=O)NC(=O)N(c3cccc(C)c3C)C2=O)CC1 | 6% | -4% | 3%
CC1=C(C(=O)OCCN(Cc2ccccc2)c2ccccc2)C(c2cccc([N+](=O)[O-])c2)C(P2(=O)OCC(C)(C)CO2)=C(C)N1 (stereo not drawn) | ? | ? | .
CCOC(=O)[C@]12Cc3cc4ccccc4cc3[C@H]1N(Cc1ccccc1)C(=O)c1ccccc12 | 16µM* | 21µM* | .
C[C@H]1CC[C@]2(NC1)O[C@H]1C[C@H]3[C@@H]4CC[C@H]5C[C@@H](O[C@@H]6O[C@H](CO)[C@H](O[C@@H]7O[C@H](CO)[C@@H](O)[C@H](O[C@@H]8OC[C@@H](O)[C@H](O)[C@H]8O)[C@H]7O[C@@H]7O[C@H](CO)[C@@H](O)[C@H](O)[C@H]7O)[C@H](O)[C@H]6O)CC[C@]5(C)[C@H]4CC[C@]3(C)[C@H]1[C@@H]2C | 1.9µM* | 1.7µM* | .
C=CCC1(C(C)CCC)C(=O)N=C(S)NC1=O (stereo not drawn) | -3% | -1% | 29%
COc1ccc(-n2c(O)c(/C=C3\C=Nc4ccc(Br)cc43)c(=O)[nH]c2=O)c(OC)c1 | ? | ? | 6%
COc1ccccc1CNC(=O)Cn1c(=O)oc2cc(Cl)ccc21 | -27% | 18µM* | -4%
CCOc1cccc(CC(=O)NCc2ccc3c(c2)CCN3C(=O)c2cccc(C)c2)c1OCC | 21µM* | 21µM* | -4%

Going on with the list.
SMILES | TDP1 cell CPT | TDP1 cell noCPT | GCN5L2 inh
CCSP1(=S)N=C(N2CCOCC2)C(C#N)=C2CCCN21 (stereo not drawn) | -4% | -44% | -2%
Cc1nc(-c2cccc(NC(=O)c3ccc(Cl)c(S(=O)(=O)N4CCCC4)c3)c2)cs1 | ? | 8.2µM* | .
OC(CNC1CCCCC1)c1ccccc1 (stereo not drawn) | -4% | -5% | 2%
C/C(=N\N1CCN(C)CC1)c1c(O)n(Cc2ccccc2)c(=O)[nH]c1=O | -1% | 0% | -3%
COc1ccc2cc(C(=O)C3CCCN(C4CCOCC4)C3)ccc2c1 (stereo not drawn) | 21µM* | 13µM* | -7%
Clc1ccc(C(c2ccccc2)c2ncc[nH]2)cc1 (stereo not drawn) | -15% | ? | 1%
CCOC(=O)CC1=C(C(=O)OCC)C2(C(=O)Nc3ccccc32)C(C#N)=C(N)O1 (stereo not drawn) | -29% | -5% | -2%
C=C1C2CCC3[C@@](CC[C@@H]4C(C(=O)O)CC(OC5OC(CO)C(OS(=O)(=O)O)C(OS(=O)(=O)O)C5OC(=O)CC(C)C)C[C@]34C)(C2)C1O (stereo partly drawn) | -15% | -4% | -5%
O=C(Nc1ccc2nc(-c3cccs3)c(-c3cccs3)nc2c1)N1CCCCC1 | 8.9µM* | 11µM* | .
Cn1cccc1/C=C1/C(=O)NC(=O)N(Cc2ccc(F)cc2)C1=O | 12µM* | 9.2µM* | -25%
CC(=O)c1cccc(NC(=O)c2cc3c(s2)-c2c(C)cccc2OC3)c1 | ? | 16µM* | -5%
O=[N+]([O-])c1ccc2c(c1)Cc1cc(O)ccc1-2 | ? | ? | .
CCN(CC(=O)Nc1ccc(NC(C)=O)cc1)C(=O)CSC(c1ccccc1)c1ccccc1 | ? | -26% | -6%
c1csc(C2(N3CCCCC3)CCCCC2)c1 | 7% | -16% | -8%
COC(=O)C1=C(c2ccc(C(C)=O)cc2)C[C@@H]2CC[C@H]1N2C(=O)NCc1ccc(C(F)(F)F)cc1 | ? | ? | -1%
Nc1ccc2ccc3cccc[n+]3c2c1 | ? | -11% | -23%
CC(C)Sc1nnc([C@@H](N)Cc2ccccc2)o1 | -7% | -10% | 0%
COc1cc(OC)c2c(c1)OC(c1ccc(OC)c(OC)c1)C(O)C2 (stereo not drawn) | -29% | -26% | -4%
CCN(CC)C(=O)c1ccc(NC(=O)CCCSc2ccccc2)cc1 | -2% | ? | 2%
CNCC(=O)c1ccc(O)c(O)c1 | -27% | -5% | .
CCN(CC)S(=O)(=O)c1cc(NC(=O)C(C)N2CC=C(c3ccccc3)CC2)ccc1C (stereo not drawn) | 8.2µM* | 6.5µM* | -6%
CSc1ncc(CN2CCCC(C(=O)c3sccc3C)C2)cn1 (stereo not drawn) | ? | ? | 0%
CC(=O)Nc1cc([As](=O)(O)O)ccc1O | 0%&5% | -3%&12% | 1%&-18%&-1%

An excerpt from above in order of length of the SMILES, lowest first.
SMILES | TDP1 cell CPT | TDP1 cell noCPT | GCN5L2 inh
Nc1ccc2ccc3cccc[n+]3c2c1 | ? | -11% | -23%
CN1CCC2(CC1)c1ccccc1-c1ccccc12 | ? | 15µM* | .
Cc1ccsc1C(=O)C1CCCN(Cc2cc3ccccc3o2)C1 (stereo not drawn) | ? | ? | -13%
Cn1cccc1/C=C1/C(=O)NC(=O)N(Cc2ccc(F)cc2)C1=O | 12µM* | 9.2µM* | -25%
COc1ccc(C(=O)c2c(C)n(CCN3CCOCC3)c3ccccc23)cc1 | ? | 24µM* | -6%
O=C(Nc1ccc2nc(-c3cccs3)c(-c3cccs3)nc2c1)N1CCCCC1 | 8.9µM* | 11µM* | .
C[N+]1(C)[C@@H]2CC[C@H]1CC(OC(=O)c1c[nH]c3ccccc13)C2 (stereo partly drawn) | 7% | -4% | .
O=C1NCN(c2ccccc2)C12CCN(C(CCc1ccccc1)c1nnnn1C1CCCC1)CC2 (stereo not drawn) | ? | ? | .
COC(=O)C1=C(c2ccc(F)cc2OCc2ccccc2)C[C@@H]2CC[C@H]1N2C(=O)N1CCCC1 | 6.5µM* | 5.8µM* | -7%
C[C@H]1COC(=O)[C@@H](Cc2ccc(F)cc2)CC/C=C/C[C@@H](CC(=O)N(CCO)Cc2ccccc2)C(=O)N1 | 13µM* | 23µM* | -3%
C=C1C2CCC3[C@@](CC[C@@H]4C(C(=O)O)CC(OC5OC(CO)C(OS(=O)(=O)O)C(OS(=O)(=O)O)C5OC(=O)CC(C)C)C[C@]34C)(C2)C1O (stereo partly drawn) | -15% | -4% | -5%

Bioassay records: PubChem BioAssay, National Center for Advancing Translational Sciences (NCATS)
